Screens from PubChem.
RGS4-Gao reg = modulates binding of RGS4 to human Galphao; P09471; Multiplexed bead flow cytometry; actives lie on both sides; binding response (% of control), % at 10 µM; 220,000 compounds, 0.33% hits; AID 1415; in the data active = binding response below about 49% or above about 150%; inactive = in between;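 note: fluorescent Galphao activated with aluminum fluoride binding bead-coupled RGS4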
Target sequence (P09471 whole entry, looked up): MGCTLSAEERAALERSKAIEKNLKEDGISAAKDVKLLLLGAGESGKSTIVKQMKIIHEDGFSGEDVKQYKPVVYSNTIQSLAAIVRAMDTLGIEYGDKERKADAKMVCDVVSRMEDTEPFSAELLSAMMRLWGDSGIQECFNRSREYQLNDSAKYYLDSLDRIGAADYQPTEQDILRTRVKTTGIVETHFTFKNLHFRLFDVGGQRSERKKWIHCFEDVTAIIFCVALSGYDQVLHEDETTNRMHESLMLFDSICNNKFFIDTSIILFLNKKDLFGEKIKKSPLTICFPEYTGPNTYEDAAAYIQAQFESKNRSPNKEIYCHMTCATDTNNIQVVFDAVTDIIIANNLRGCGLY
RGS7-Gao reg = human RGS7-Galphao interaction regulation | binding response (% of control), % at 10 µM | 220,000 compounds, 0.35% hits | Multiplexed bead flow cytometry, RGS7-Galphao binding; actives lie on both sides | P09471 | AID 1439; in the data active = binding response below about 49% or above about 150%; inconclusive = no clear call, values can overlap the other calls; inactive = in between;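 note: fluorescent Galphao held in activated GDP-AlF4 state binding bead-coupled RGS7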
RGS8-Gao reg = human RGS8-Galphao interaction regulation; P09471; multiplexed bead flow cytometry, RGS8-Galphao binding; actives lie on both sides; response (percent of control binding), % at 10 µM; 220,000 compounds, 0.34% hits; AID 1423; in the data active = response below about 60% or above about 140%; inactive = in between;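 note: Galphao activated as the GDP aluminium fluoride complex binding bead-coupled RGS8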
Mcl1-Bid inh = disrupts binding of human Mcl-1 to Bid peptide | Q07820 | TR-FRET Mcl-1/Bid-Dy647 peptide binding, 1536-well | inhibition, % at 21.7 µM | 220,000 compounds, 0.97% hits;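 active = compounds that cut the binding signal by more than half at the single screening dose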;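 note: His-tagged Mcl-1 with europium anti-His antibody binding Bid BH3 peptide; 0% = Mcl-1 plus peptide wells and 100% = peptide-only wells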
Target sequence (Q07820 whole entry, looked up): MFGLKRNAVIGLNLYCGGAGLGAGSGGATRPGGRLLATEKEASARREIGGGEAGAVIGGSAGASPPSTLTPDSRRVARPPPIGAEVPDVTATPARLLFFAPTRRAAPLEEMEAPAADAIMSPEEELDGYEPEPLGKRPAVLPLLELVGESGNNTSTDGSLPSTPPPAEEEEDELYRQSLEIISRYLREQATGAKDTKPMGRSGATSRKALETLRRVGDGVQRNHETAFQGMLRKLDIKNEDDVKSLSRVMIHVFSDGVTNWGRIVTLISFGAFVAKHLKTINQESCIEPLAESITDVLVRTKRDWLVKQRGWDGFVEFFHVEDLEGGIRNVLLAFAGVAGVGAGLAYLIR
* = called active by the depositor; ? = inconclusive; . = no result given. These rows are one share of the data; count on the stated rates, not on these rows.

structure,RGS4-Gao reg,RGS7-Gao reg,RGS8-Gao reg,Mcl1-Bid inh
C=C(C)C(=O)N1CC2(CC(c3cccc(NC(=O)COc4ccc(Cl)cc4)c3)=NO2)C[C@@H]1C(N)=O (stereo not given in full),103,?,103,-35
O=C(Nc1ccc(N2CCOCC2)cc1)C1CCCCN1S(=O)(=O)c1ccccc1 (stereo not given),99,?,102,-63
CC(=O)Nc1ccc(Nc2ccccc2)cc1,89,?,102,-49
C=CCNC(=O)C1CC2Cn3c(nc4cc5ccccc5cc43)C2N1C (stereo not given),107,?,104,1
O=C(Nc1n[nH]c(C(F)(F)F)n1)c1cccs1,106,?,102,-3
COc1ccc(-c2cc(C(F)(F)F)c(C#N)c(SCC(=O)O)n2)cc1OC,100,?,99,2
COc1ccc(/C=N/n2c(-c3cc(C)[nH]n3)n[nH]c2=S)cc1OC,96,?,97,-12
COc1ccc(NS(=O)(=O)c2ccc3c(c2)CCO3)cc1,115,?,95,0
CN1C(C(=O)NCc2ccccc2)CC2Cn3c(nc4cc(Cl)c(Cl)cc43)C21 (stereo not given),90,?,94,-25
CCCCn1cnc2c(=S)nc(N)[nH]c21,105,?,100,-27
NC(=O)N/N=C/c1cn(CC(=O)Nc2ccc(F)cc2)c2ccccc12,94,?,101,-37
O=[N+]([O-])c1ccc(C2CC(c3ccccc3)=Nc3ccccc3S2)cc1 (stereo not given),106,?,101,-6

Three of the compounds above, as labelled records.
O=C(Nc1n[nH]c(C(F)(F)F)n1)c1cccs1
  RGS4-Gao reg = 106; RGS7-Gao reg = ?; RGS8-Gao reg = 102; Mcl1-Bid inh = -3
COc1ccc(-c2cc(C(F)(F)F)c(C#N)c(SCC(=O)O)n2)cc1OC
  RGS4-Gao reg = 100; RGS7-Gao reg = ?; RGS8-Gao reg = 99; Mcl1-Bid inh = 2
COc1ccc(/C=N/n2c(-c3cc(C)[nH]n3)n[nH]c2=S)cc1OC
  RGS4-Gao reg = 96; RGS7-Gao reg = ?; RGS8-Gao reg = 97; Mcl1-Bid inh = -12

Continued.
structure,RGS4-Gao reg,RGS7-Gao reg,RGS8-Gao reg,Mcl1-Bid inh
O=C(COc1cccc2cccnc12)N/N=C/c1ccccc1O,90,?,95,-8
CC(C)c1onc(C(=O)N2CCC(C(N)=O)CC2)c1[N+](=O)[O-],123,?,112,12
Cc1ccc(-c2nc(C(F)(F)F)cc(=O)[nH]2)cc1,99,?,98,1
CCCCSc1nc(C(=O)O)cc(=O)[nH]1,104,?,100,6
CCOC(=O)c1cn2nc(N3CCCC3)ccc2n1,91,?,99,-14
CCc1ccc(C(=O)NNc2ccc(C)c(Cl)c2)cc1,100,?,100,-13
N/C(=N\OC(=O)c1csnn1)c1ccc(C(F)(F)F)cc1,95,?,96,-54
NC(Cc1ccc(OC(F)F)cc1)C(=O)O (stereo not given),105,?,100,-14
CCSc1ncc(CO)c(N)n1,113,?,108,-3
C/C(=N/NC(=O)c1ccc2c(c1)OCCO2)c1ccc([N+](=O)[O-])cc1,111,?,109,-22
O=C(CSc1ncnc2sc3c(c12)CCC3)Nc1ccccc1C(=O)O,103,?,99,-38
CC1CCN(c2c(NCC3CCC(C(=O)NCCc4ccc(Cl)cc4)CC3)c(=O)c2=O)CC1 (stereo not given),103,?,100,-59
CC(C)Oc1ncnc2c1[nH]c1ccccc12,96,?,102,12
CNC(=S)Nc1ccc(N2CCN(c3ccc(C(F)(F)F)cn3)CC2)nc1,100,?,99,-11
Nc1nc(Nc2ccccc2F)nc(NCc2ccccc2)c1[N+](=O)[O-],98,?,101,4
CC/C(O)=C1\C(=O)CCCC1=NCCc1c(C)[nH]c2ccc(C)cc12,103,?,103,-58
CCCCNC(=O)COC(=O)c1ccccc1F,96,?,96,-14
CCCCn1c(SCC(=O)N2CCc3ccccc32)nnc1-c1ccncc1,99,?,99,1
Cc1cccc(OCCCC(=O)Nc2nccs2)c1C,99,?,98,24
CSc1ccc(Cl)c(C(=O)Nc2nccs2)c1,101,?,99,-24
O=S(=O)(NCc1ccccc1)c1ccc(F)cc1Br,102,?,99,-32
COc1ccc(OC)c(C2=NOC(C(=O)Nc3cc(C)on3)C2)c1 (stereo not given),106,?,105,-1
COc1ccc2c(CC(=O)OCC(=O)NC(N)=O)coc2c1,107,?,103,-26
CCCN1CCN(CCCNC(=O)c2cc3c(=O)[nH]c4ccc(C)cc4c3s2)CC1,96,?,97,-9
Cc1ccc(N2CCN(C(=S)c3ccc(-c4ccccc4[N+](=O)[O-])o3)CC2)cc1,95,?,95,-22
O=C(Nc1nccs1)c1c(O)c2c([nH]c1=O)CCCC2,98,?,99,5
Cc1nc(-c2nc(-c3c(C(=O)NNC(=O)Nc4cccc(Cl)c4)noc3C)cs2)cs1,90,?,99,-14
Nc1nc(C(F)(F)F)cc(=O)[nH]1,103,?,101,-2
CCOC(=O)c1c(NC(=S)N2CCCCC2)sc2c1CCN(C(=O)OCC)C2,77,?,92,-15
CCOc1ccc2c(c1)[nH]c(=S)n2C,85,?,88,-29
CCCCCCCCS(=O)C1CS(=O)(=O)CC1O (stereo not given),102,?,98,-19
Cc1cccn2cc(CCNC(=O)Cc3cccs3)nc12,100,.,96,-26
CCCc1nnc(NC(=O)c2cccnc2)s1,94,?,98,-8
Cc1ccc(N2CC3=C(C2=O)C(c2ccccc2)NC(=O)N3C)cc1 (stereo not given),107,104,105,-8
COc1ccc2c(c1)NC(c1ccc(N(C)C)cc1)c1cccn1-2 (stereo not given),100,?,98,-21
Cc1ccc(C(=O)COc2ccc3ccc(=O)oc3c2)cc1,96,?,98,11
O=C(/C=C/c1ccc(F)cc1)N1CC[C@@]2(O)CCCC[C@H]2C1,103,?,107,-7
S=C1SCN(Cc2ccco2)CN1Cc1ccco1,105,?,102,-9
CCCCCCCCc1nnc(N)s1,102,?,102,-40
CCc1nnc(N2C(=O)c3ccccc3C2(O)c2ccccc2)s1 (stereo not given),90,?,96,3
CCOC(=O)N1CCN(c2c(N3CCN(C(=O)OCC)CC3)c(=O)c2=O)CC1,87,?,90,-9
CCOC(=O)c1c(N)c2cc([N+](=O)[O-])cnc2n1C,101,?,101,2
NC(=O)C1CCN(C(=O)c2ccc3nc(N4CCCCC4)sc3c2)CC1,101,?,104,-15
CCN1CCCC1Cn1cnc2c([nH]c3ccc(OC)cc32)c1=O (stereo not given),103,?,103,-12
Nc1nc(NS(=O)(=O)c2ccc(Cl)cc2)nn1-c1ccccc1,93,?,97,-1
Cc1cccc(-n2ccnc2CN2CCN(C(C)C)C(CCO)C2)c1 (stereo not given),75,?,85,-31
COCCNc1ccc(-c2nn(C)c(=O)c3ccccc23)cc1[N+](=O)[O-],102,?,103,-3
Cc1cccc(-n2cnc3sc(C)c(C)c3c2=O)c1,103,?,102,-1
Cc1ccc(CNC(=O)C2CC(c3ccccc3F)=NO2)cc1 (stereo not given),97,?,101,-32
COc1ccc(N(CN2C(=O)C3CCCCC3C2=O)C(=O)c2ccco2)cc1 (stereo not given),101,?,100,-9
NC(=O)c1ccc(NC(=O)COC(=O)c2ccc([N+](=O)[O-])cc2)cc1,112,?,106,0
CCc1cccc(NC(=O)C2CCCN2S(=O)(=O)c2ccc3c(c2)n(C)c(=O)c(=O)n3C)c1 (stereo not given),87,?,93,-21
Cc1cccn2c(=O)c(/C=C(\C#N)C(=O)NCc3ccccc3)c(N3CCC(C(N)=O)CC3)nc12,95,?,103,-17
Cc1ccc(CCNC(=O)c2cc(-c3ccncc3)nc3ccccc23)cc1,83,?,89,-1
O=c1n(Cc2ccc(F)cc2)nc2n1-c1ccccc1SC2,103,?,100,-11
COc1ccc(C2(CCN=Cc3ccc(N(C)C)cc3)CCOC(C)(C)C2)cc1 (stereo not given),100,?,101,-18
Cc1cc2cc3c(=O)[nH]c(=O)[nH]c3nc2cc1C,93,?,96,0
Cc1ccc2c(CN3CCOCC3)cc(=O)oc2c1,101,?,100,-13
C/C(=N\O)C(C)(C)Nc1cccc(F)c1,116,?,104,-30
O=c1ccc(=O)n(-c2ccccc2)[nH]1,114,?,106,-24

The results go on:
structure,RGS4-Gao reg,RGS7-Gao reg,RGS8-Gao reg,Mcl1-Bid inh
Cc1cccc(/N=C/C2=C(O)CC(C)(C)CC2=O)n1,103,?,98,-12
CN(NC1OC(=O)c2ccccc21)c1c([N+](=O)[O-])cc(C(F)(F)F)cc1[N+](=O)[O-] (stereo not given),80,?,91,-20
Cc1cccc(N2CCN(C(=S)NC3CCCCC3)CC2)c1C,100,?,100,-109
C[C@@H]1NC(=O)/C(=C\c2ccccc2Cl)NC1=O,99,?,103,6
O=C(/C=C/c1ccc2c(c1)OCO2)NCc1ccncc1,95,?,94,-16
CCOC(=O)Cc1csc(NC(=O)Cn2c(=O)oc3ccccc32)n1,97,?,99,-14
CCC(C)[C@H](NC(=O)NCc1ccco1)C(=O)OC (stereo not given in full),104,?,104,0
O=C(NCC(=O)N1CCN(S(=O)(=O)/C=C/c2ccccc2)CC1)c1ccc(Cl)cc1,97,?,99,-25
COc1cccc(NC(=S)N2CCc3cc(OC)c(OC)cc3C2)c1,100,?,102,-105
Nc1nc(NCCCN2CCOCC2)nc(Nc2cccc(F)c2)c1[N+](=O)[O-],108,?,103,18
COCCNC(=O)C1CC2Cn3c(nc4ccccc43)C2N1C (stereo not given),98,?,101,-32
COc1ccccc1N1C(=O)CC(N(O)c2ccccc2)C1=O (stereo not given),104,?,103,13
O=C(NNc1nc2ccccc2s1)Nc1ccc(F)cc1,94,?,101,-16
Cc1onc(-c2c(Cl)cccc2Cl)c1C(=O)Nc1ccc(Cl)cn1,85,?,91,-8
CC1(OC(=O)C2CCCC2)C(=O)C=C2C=C(c3ccsc3)N(C(CO)CO)C=C2C1=O (stereo not given),101,?,99,-79
CC(C)C1CC(CCN)(c2ccccc2)CCO1 (stereo not given),111,?,103,31
CC(C)Oc1ccc(-c2nc(NCC3CCCO3)c3ccccc3n2)cc1 (stereo not given),97,?,100,7
O=[N+]([O-])c1cccc(-c2ccc(C(=S)N3CCN(c4ccccc4)CC3)o2)c1,97,?,95,-9
COc1cc(/C=N/N(C)S(=O)(=O)c2ccc(C)cc2)cc([N+](=O)[O-])c1O,99,?,98,-118
CNC(=O)c1ccsc1NC(=O)CN1C(=O)CCC1=O,107,?,102,-40
CCn1cc(C(c2ccccc2)C(C(C)=O)[N+](=O)[O-])c2ccccc21 (stereo not given),105,?,104,-16
COC(=O)c1ccc(COc2ccc(/C=N/NC(=O)C(=O)Nc3ccc(OC)cc3)cc2OC)o1,99,?,100,32
O=C(CSC(=S)N1CCOCC1)Nc1ncc2c(n1)CCCC2=O,102,?,100,-19
Nn1c(Cc2ccccc2)nc2sc3c(c2c1=O)CCC3,100,?,101,-12
Cc1c(Cl)cccc1NC(=S)NCCc1ccccn1,106,?,102,-28
COc1ccccc1NC(=O)c1coc(=O)c(Br)c1,101,?,104,-11
COc1ccccc1C1CCN(C(=O)c2cccc([N+](=O)[O-])c2)CC1,82,?,91,-5
Cc1no[n+]([O-])c1COc1cccc(/C=N/Nc2nncn2N)c1,93,?,99,-15
CCOC(=O)CCn1c(=S)n(CCC(=O)OCC)c2ccccc21,97,?,98,-37
CSc1nnc(NC(=O)c2cc(=O)c3cc(C)cc(C)c3o2)s1,99,?,99,-7
C=CCOc1ccc(S(C)(=O)=O)cc1,97,?,105,-22
O=S(=O)(CCN1CCSCC1)c1ccccc1,101,?,99,-13
CC1Cc2nc(SCC(N)=O)n(Cc3ccccc3)c(=O)c2S1 (stereo not given),100,?,99,-88
COc1ccc(C(=O)c2cnc[nH]2)cc1,102,?,102,-5
Oc1ccc(Br)cc1/C=N/N1CCN(Cc2cccc3ccccc23)CC1,104,?,101,-16
CC(C)COc1ccc(C(=O)NC(Cc2c[nH]c3ccccc23)C(=O)NN)cc1 (stereo not given),97,?,100,-71
COc1ccc(OCC(O)CN2CCN(c3ccc(Cl)cc3)CC2)cc1 (stereo not given),105,?,108,-102
Cc1cc(=O)[nH]c(S)c1C#N,108,?,103,-31
CC(=O)Nc1ccc(C(F)(F)F)cc1Cl,97,?,99,-15
O=C(NC1CCN(Cc2ccccc2)CC1)c1ccc2c(c1)OCCCO2,103,.,100,-12
COc1cc(O)c(C(CC(=O)N2CCCCC2)c2ccc(N(C)C)cc2)c(OC)c1 (stereo not given),102,?,102,-138
COc1cc([N+](=O)[O-])cc(/C=N/NC(=O)c2cccnc2)c1O,82,?,90,-151
O=C(Nc1ccc(Cl)cc1)NN1CC(=O)N(c2cccc(C(F)(F)F)c2)CC1=O,88,?,94,-29
NCCSc1c(-c2ccc(F)cc2)[nH]c2ccccc12,99,?,101,-41
